Assay outcomes deposited in PubChem BioAssay by several laboratories.
MgcRacGAP inhibition: MgcRacGAP GTPase-activating activity inhibitors, confirmation, biochemical, ADP Hunter fluorescence; AID 624330; one-dose inhibition, % at 30 µM; IC50 in µM for titrated hits; MgcRacGAP-stimulated Rac1 GTP hydrolysis, ADP Hunter fluorescence; higher % means a stronger effect; GST-tagged Rac1 F28L mutant substrate; 0.6% of 340,000 active;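 active = first-screen hits whose inhibition reached a set limit at any dose in the follow-up dose series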;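 note: fluorescence reports GDP produced by GAP-driven GTP hydrolysis; strong numbers were not always called active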
NTR1 ag: agonists of NTR1, primary screen, imaging, U2OS cells, beta-arrestin-GFP, high content (AID 493036); P30989; 0.17% of 330,000 active; NTR1-U2OS beta-arrestin-GFP spot imaging, agonist mode; activation, % at 20 µM;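 active = activation at or above 40% of the spot to cytoplasm intensity ratio, with at least 20 cells analyzed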;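 note: 0% = DMSO without peptide and 100% = 100 nM NTR1 peptide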
Target sequence (P30989 whole entry, looked up): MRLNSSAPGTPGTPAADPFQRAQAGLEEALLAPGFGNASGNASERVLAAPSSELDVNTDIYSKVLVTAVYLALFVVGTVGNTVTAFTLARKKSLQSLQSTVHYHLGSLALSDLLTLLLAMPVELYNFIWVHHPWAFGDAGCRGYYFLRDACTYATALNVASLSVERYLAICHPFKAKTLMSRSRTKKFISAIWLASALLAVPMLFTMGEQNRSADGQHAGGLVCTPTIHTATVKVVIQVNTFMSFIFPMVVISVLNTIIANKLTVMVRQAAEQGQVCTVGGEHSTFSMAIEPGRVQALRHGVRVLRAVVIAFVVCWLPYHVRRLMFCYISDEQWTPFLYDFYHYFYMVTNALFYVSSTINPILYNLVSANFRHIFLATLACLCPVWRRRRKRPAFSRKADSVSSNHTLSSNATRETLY
LYP phosphatase: PTPN22 lymphoid phosphatase activity blockers – biochemical, fluorescence intensity, uHTS (AID 1779). recombinant LYP phosphatase, fluorescence intensity; higher % means a stronger effect. one-dose inhibition, % at 11.5 µM; IC50 in µM for titrated hits. 0.054% of 290,000 active; in the data active = inhibition above about 50%;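 note: plate controls were vehicle with enzyme for no effect and no enzyme for full effect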
GPR35 antagonists: GPR35 antagonists blocking zaprinast-driven arrestin recruitment, primary screen, imaging, U2OS, beta-arrestin-GFP, zaprinast agonist (AID 2058); U2OS GPR35 beta-arrestin-GFP translocation imaging, zaprinast antagonism; higher % means a stronger effect; one-dose inhibition, % at 10 µM; IC50 in µM for titrated hits; 0.052% of 290,000 active;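 active = inhibition of at least 50% with at least 30 cells and total cytoplasm GFP at most 10,000,000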
GPR55 beta-arrestin: GPR55 agonists via beta-arrestin recruitment, primary screen, imaging, U2OS cells, beta-arrestin-GFP redistribution (AID 1961). U2OS GPR55 beta-arrestin-GFP redistribution imaging; higher % means a stronger effect. one-dose activation, % at 10 µM; EC50 in µM for titrated hits. 0.048% of 290,000 active;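 active = activation above 40% with more than 50 cells counted in the well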;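 note: U2OS osteosarcoma cells stably expressing GPR55 and beta-arrestin-GFP; plate controls were DMSO negative control for no effect and LPI positive control for full effect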
Hep lipid drop: hepatic lipid droplet formation modulation | 0.4% of 240,000 active | inhibition, % at 6.5 µM | AML12 mouse hepatocytes, oleate lipid droplets, BODIPY imaging;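 active = lipid droplet intensity inhibited by at least 50%, with more than 500 cells counted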
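Material: mouse AML12 hepatocyte cell line, fixed after treatment; Timing: compound with oleate, overnight; Technique: high-content imaging of BODIPY-stained droplets and DAPI nuclei; Probe or stimulus: oleate, 100 µM final; Dosing: compound at 6.5 µM only.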
GPR55 LPI antagonism: GPR55 antagonists blocking LPI-driven arrestin recruitment, primary screen, imaging, U2OS, beta-arrestin-GFP, LPI agonist (AID 2013). inhibition, % at 10 µM; hits with a dose series show IC50 in µM. 0.13% of 290,000 active. U2OS GPR55 beta-arrestin-GFP translocation imaging, LPI antagonism; higher % means a stronger effect;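 active = spots per cell inhibited over 60%, with over 100 cells counted and total cytoplasm intensity under 500,000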;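 note: U2OS cells stably carrying GPR55 and arrestin-GFP stimulated by 5 µM LPI near EC80; imaged beta-arrestin-GFP aggregate spots per cell after agonist stimulation; plate controls were LPI-stimulated DMSO wells for no effect and DMSO wells without LPI for full effect; some results filed as inactive read as strong as hits; confirmed hits need IC50 under 10 µM and bright autofluorescent wells are also inconclusive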
SV40 large T antigen: TAg ATPase/helicase activity blockers – biochemical (AID 1903) | SV40 large T antigen ATPase/helicase inhibition assay; higher % means a stronger effect | inhibition, % at 20 µM; hits with a dose series show IC50 in µM | 0.39% of 310,000 active; in the data active = a potency from the dose series; note: strong numbers were not always called active
T cell modulator: modulates CD8 T cell binding to vesicles; calls only at 7 µM; 0.068% of 330,000 active; 2C CD8+ T cell-vesicle binding, flow cytometry; hits give low values;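 active = response, share of CD8 T cells binding vesicles, and their 90th percentile fluorescence all below set limits, cut at about 80% in these data, passing the limit was not always enough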
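Benchmarks: naked versus QL9-loaded vesicles / Assay system: purified 2C TCR transgenic mouse naive CD8+ T cells / Technique: high-throughput flow cytometry with anti-B7-1 and anti-CD8 staining / Timing: Cell–vesicle co-incubation 1.5 h at 37 °C, staining 20 min on ice / Read-out: percent CD8+ FL2 mean versus row control / Probe or stimulus: QL9-loaded Drosophila micro-vesicles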
Hep lipid drop cells 6.5 µM: also measured in Hep lipid drop; calls as there; cell count; measured here: cell count, cytotoxicity flag;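 cells counted across two imaged fields per well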
T cell modulator vesicle-bound %: also measured in T cell modulator; calls as there; double positive events, %; measured here: CD8+ vesicle-bound cell fraction;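 binding gate set so that unloaded-vesicle control wells show 10% double positive cells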
NTR1 ag cell count 20 µM: second read-out of NTR1 ag, no call of its own (marks repeat the call); cell count; measured here: cell count, cytotoxicity flag
* = called active by the depositor; i = inactive; · = not tested or not shown.

SMILES | MgcRacGAP inhibition | NTR1 ag | NTR1 ag cell count 20 µM | LYP phosphatase | GPR35 antagonists | GPR55 beta-arrestin | Hep lipid drop | Hep lipid drop cells 6.5 µM | GPR55 LPI antagonism | SV40 large T antigen | T cell modulator | T cell modulator vesicle-bound %
COc1ccccc1CNC(=O)C1Cc2cc(S(=O)(=O)N3CCCCC3)ccc2N1C(C)=O (centres undefined) | 5% | -0.8 | 54 | -10% | 0% | 0.0% | -1 | 699 | -2% | 1% | i | 49
O=C(NC(c1ccccc1)c1ccccn1)c1cccc([N+](=O)[O-])c1 (centres undefined) | · | -0.2 | 44 | -8% | -2% | 0.7% | -10 | 664 | 1% | -4% | i | 54
O=C(C1CC(c2ccccc2O)=NO1)N1CCc2ccccc2C1 (centres undefined) | 12% | -1.0 | 41 | -2% | 8% | 0.0% | 6 | 777 | 3% | 22% | i | 31
CCn1cc(CNC(=S)Nc2cccc3ccccc23)cn1 | 10% | -1.1 | 38 | 0% | -10% | 0.3% | -14 | 657 | -2% | 11% | i | 32
COc1ccccc1C(=O)N/N=C(\C)CC(=O)Nc1ccccn1 | 3% | -1.1 | 48 | -7% | 5% | -0.2% | -3 | 816 | -10% | 4% | i | 18
COC(=O)c1ccccc1NCc1cc(=O)oc2cc(O)c(O)cc12 | 14% | 3.8 | 83 | -12% | -10% | 0.6% | -7 | 783 | 10% | 13% | i | 41
CC(NS(=O)(=O)c1ccc(Br)cc1)C(=O)NCCc1ccccc1 (centres undefined) | 6% | -0.7 | 58 | -8% | -1% | -0.2% | 19 | 692 | -10% | 0% | i | 53
COc1ccc(N2C(=O)/C(=C3/C=CC=CN3C)SC2=S)cc1 | 1% | -0.3 | 47 | 0% | -16% | 0.5% | -7 | 556 | 3% | -9% | i | 51
CN(CCCC(=O)Nc1ccccc1)S(=O)(=O)c1ccc(Cl)cc1 | -7% | -1.9 | 54 | -8% | 8% | -0.1% | 2 | 780 | 14% | · | i | 37
CC(=O)c1ccc(NC(=O)CSc2nccn2CCc2ccccc2)cc1 | 2% | 0.1 | 59 | -3% | -11% | -0.2% | -5 | 759 | 6% | -11% | i | 48
c1ccc2c(NC3C4CC5CC(C4)CC3C5)nc(N3CCOCC3)nc2c1 (centres undefined) | 6% | 29 | 40 | -3% | -4% | -0.1% | 32 | 749 | 53% | 7% | i | 18
Cc1ccc2nc(N3CCN(CCO)CC3)nc(-c3ccccc3)c2c1 | 2% | 5.7 | 88 | -4% | 4% | -0.1% | -1 | 832 | 10% | 24% | i | 28
O=C(CSc1ccc(Cl)cc1)Nc1nnc(-c2ccco2)o1 | -1% | -1.4 | 54 | · | · | · | · | · | · | 14% | i | 39
CCOC(=O)N1CCN(C(=O)c2ccc(N3CC4CC(C3)c3cccc(=O)n3C4)c(NC(=O)c3ccc(F)cc3)c2)CC1 (centres undefined) | 10% | 1.5 | 59 | -12% | -10% | 0.8% | -7 | 732 | 8% | 5% | i | 12
CCN(CC)C(=O)CN1CCC(c2nc3cc(C)c(C)cc3[nH]2)CC1 | -5% | -0.1 | 54 | -13% | -4% | -0.1% | · | · | 26% | 12% | i | 42
COc1ccccc1CNC(=O)CCCNS(=O)(=O)c1cccc2nsnc12 | 0% | -0.9 | 75 | -1% | 1% | 0.0% | · | · | 0% | 8% | i | 14
COc1ccc(CCNC(=O)c2oc3ccc(S(=O)(=O)N4CCOCC4)cc3c2C)cc1OC | 5% | -1.8 | 74 | -2% | 14% | -0.1% | · | · | 7% | -6% | i | 33
O=C(CSC1=NCCS1)N1CCCC1 | 10% | -0.4 | 32 | -4% | 2% | -0.2% | · | · | -10% | 20% | i | 16
c1ccc(C[C@H]2CNCCN2CCC23CC4CC(CC(C4)C2)C3)cc1 | 2% | 28 | 94 | · | · | · | · | · | · | 16% | i | 42
CCN(CC(=O)Nc1c(F)cccc1F)C(=O)c1ccc2ccccc2n1 | -4% | 0.3 | 58 | · | · | · | · | · | · | 10% | i | 38
CCOc1ccc2[nH]c(=O)c(CN(CCc3ccccc3)C(=O)N3CCCC3)cc2c1 | 8% | 3.9 | 73 | 1% | 5% | -0.1% | · | · | -2% | 2% | i | 8
CCc1ccccc1OCCCCN1CCCC1 | 28% | -0.5 | 43 | -1% | 3% | -0.1% | -15 | 603 | 20% | 0% | i | 34
O=C(CSc1ncnc2c1cnn2-c1ccccc1)NC1CCCC1 | 2% | 0.4 | 80 | · | · | · | · | · | · | 11% | i | 54
CCCCNC(=O)/C(=C/c1ccco1)NC(=O)c1ccco1 | 29% | 0.2 | 48 | -1% | -4% | -0.1% | -2 | 776 | -4% | 7% | i | 52
COC(=O)c1cc2c(s1)-c1ccccc1OC2 | 2% | 0.7 | 82 | -25% | -15% | -0.2% | · | · | -13% | 8% | i | 27
COc1ccc(OC)c(-c2csc3nnc(SCC(=O)Nc4ccc(NC(C)=O)cc4)n23)c1 | 9% | 3.2 | 60 | -7% | 6% | -0.1% | · | · | -6% | 4% | i | 31
Cc1cc(C)n(-c2ccc(C(=O)Nc3ccc4c(c3)OCCO4)cc2)n1 | 9% | -0.6 | 49 | -4% | 4% | -0.2% | -2 | 700 | 4% | 9% | i | 30
CCOC(=O)c1ccc(-c2c(-c3cc(OC)c(OC)c(OC)c3)noc2C)cc1F | 6% | -0.2 | 75 | -5% | 9% | 0.0% | -188 | 435 | -9% | 12% | i | 13
COC(=O)c1cnc(Oc2ccc(NC(=O)NC(=O)c3c(OC)cccc3OC)cc2)cc1C(F)(F)F | 10% | 2.3 | 43 | 10% | 8% | -0.1% | -136 | 324 | -18% | 10% | i | 43
CCN(CC)c1cnn(C/C(=N\OC)c2ccc(Cl)cc2)c(=O)c1Br | 3% | 1.5 | 62 | -3% | -2% | -0.1% | 5 | 729 | 2% | -2% | i | 46
C[C@@H]1C[C@H]2[C@@H]3C[C@H](F)C4=CC(=O)C=C[C@]4(C)[C@@]3(Cl)[C@@H](O)C[C@]2(C)[C@H]1C(=O)COC(=O)C(C)(C)C | -2% | 3.1 | 53 | · | · | · | · | · | · | 1% | i | 54
Cc1ccc(C(=O)COC(=O)c2c(C)cc(=O)oc2C)cc1[N+](=O)[O-] | 3% | 3.0 | 59 | -5% | 21% | -0.3% | 14 | 685 | 12% | 14% | i | 45
CC(=O)Nc1cccc(NC(=S)Nc2cccc(Cl)c2Cl)c1 | 3% | 2.6 | 27 | -5% | 8% | 0.2% | 4 | 667 | 1% | 5% | i | 24
O=C(O)c1ccc(-n2nc(C(F)(F)F)cc2-c2cccs2)cc1 | 8% | -0.5 | 82 | -2% | 26% | 0.7% | 15 | 687 | -1% | 5% | i | 28
COc1ccccc1C(=O)Nc1nnn(C)n1 | -4% | -1.2 | 81 | -10% | 3% | -1.0% | · | · | -1% | 4% | i | 11
Cn1c(=O)n(-c2ccc(Cl)cc2)c(=O)c2c3c(sc21)COC(C)(C)C3 | 6% | -1.6 | 61 | -2% | 7% | 0.0% | · | · | -9% | 15% | i | 27
CCCn1nnc(NC(=O)c2ccc(Br)o2)n1 | 6% | 0.7 | 54 | -6% | -10% | -0.2% | -4 | 771 | 7% | -6% | i | 39
O=C(NC1CCCCC1)C1CCN(c2cnccn2)CC1 | 10% | 0.9 | 80 | -1% | 11% | -0.3% | · | · | 8% | 8% | i | 44
Cc1ccc(-c2nnc3c(C(F)(F)F)nc4ccccc4n23)cc1 | -4% | 2.4 | 65 | -10% | 10% | -0.3% | -3 | 672 | 38% | 1% | i | 40
Cc1ccc(S(=O)(=O)c2cnc(-c3ccccc3)nc2N2CCN(C)CC2)cc1 | 4% | -0.6 | 45 | -2% | -8% | -0.2% | -10 | 696 | 3% | 7% | i | 36

Gathered by group: those above containing a nitro group on carbon.
SMILES | MgcRacGAP inhibition | NTR1 ag | NTR1 ag cell count 20 µM | LYP phosphatase | GPR35 antagonists | GPR55 beta-arrestin | Hep lipid drop | Hep lipid drop cells 6.5 µM | GPR55 LPI antagonism | SV40 large T antigen | T cell modulator | T cell modulator vesicle-bound %
O=C(NC(c1ccccc1)c1ccccn1)c1cccc([N+](=O)[O-])c1 (centres undefined) | · | -0.2 | 44 | -8% | -2% | 0.7% | -10 | 664 | 1% | -4% | i | 54
Cc1ccc(C(=O)COC(=O)c2c(C)cc(=O)oc2C)cc1[N+](=O)[O-] | 3% | 3.0 | 59 | -5% | 21% | -0.3% | 14 | 685 | 12% | 14% | i | 45

Further records follow:
SMILES | MgcRacGAP inhibition | NTR1 ag | NTR1 ag cell count 20 µM | LYP phosphatase | GPR35 antagonists | GPR55 beta-arrestin | Hep lipid drop | Hep lipid drop cells 6.5 µM | GPR55 LPI antagonism | SV40 large T antigen | T cell modulator | T cell modulator vesicle-bound %
Cc1cccn2c(=O)c(C=O)c(Cl)nc12 | -13% | 1.2 | 54 | -11% | -8% | 1.3% | 1 | 704 | -7% | 16% | i | 38
COC(=O)c1c(NC(=O)Cc2ccccc2)sc2c1C(C(=O)OC)CC2 (centres undefined) | 5% | 2.3 | 60 | -1% | 1% | -0.4% | -25 | 660 | -5% | 9% | i | 6
COc1ccc(NC(=O)ON=C2c3ccccc3-c3ccccc32)cc1 | 10% | 1.3 | 41 | -3% | 1% | 0.2% | · | · | 9% | 10% | i | 15
CCCSC1=C(C#N)C(c2ccccc2C)C(C(=O)OC)C(=O)N1 (centres undefined) | 3% | 1.0 | 68 | -7% | 18% | -0.2% | · | · | 27% | 3% | i | 46
CC(C)(C)NC(=O)NC(=O)COC(=O)Cc1c(F)cccc1Cl | 4% | -0.8 | 63 | 1% | 0% | 0.7% | -9 | 618 | 5% | 26% | i | 49
O=S(=O)(c1ccccc1)[C@@]1(c2ccccc2)C[C@@H]2ON=C(c3cccc(Br)c3)[C@@H]2C1 | 8% | 2.6 | 95 | · | · | · | · | · | · | 6% | i | 39
CC(C)C(NC(=O)C12CC3CC(CC(C3)C1)C2)C(=O)NC1=NCCS1 (centres undefined) | · | 1.3 | 35 | -2% | 8% | 0.0% | · | · | 6% | 5% | i | 7
Cc1cc(C)c2nc(NC(=O)c3ccc4c(c3)OCO4)sc2c1 | 0% | 4.4 | 48 | -2% | 16% | -0.1% | · | · | 8% | 4% | i | 22
CCC(C)NC(=O)CCc1nc2ccccc2n1-c1ccccc1 (centres undefined) | 0% | 2.6 | 51 | -1% | 2% | 0.2% | -4 | 630 | 1% | 19% | i | 45
